# Assay outcomes from PubChem BioAssay.
# TcdB inh: blocks C. difficile toxin B glycohydrolase activity; TcdB glycohydrolase enzymatic assay, plate reader; P18177; inhibition, % at 9.99 µM; actives 0.24% (n = 350,000); in the data active means inhibition above about 10%
# Target sequence (P18177 whole entry, looked up): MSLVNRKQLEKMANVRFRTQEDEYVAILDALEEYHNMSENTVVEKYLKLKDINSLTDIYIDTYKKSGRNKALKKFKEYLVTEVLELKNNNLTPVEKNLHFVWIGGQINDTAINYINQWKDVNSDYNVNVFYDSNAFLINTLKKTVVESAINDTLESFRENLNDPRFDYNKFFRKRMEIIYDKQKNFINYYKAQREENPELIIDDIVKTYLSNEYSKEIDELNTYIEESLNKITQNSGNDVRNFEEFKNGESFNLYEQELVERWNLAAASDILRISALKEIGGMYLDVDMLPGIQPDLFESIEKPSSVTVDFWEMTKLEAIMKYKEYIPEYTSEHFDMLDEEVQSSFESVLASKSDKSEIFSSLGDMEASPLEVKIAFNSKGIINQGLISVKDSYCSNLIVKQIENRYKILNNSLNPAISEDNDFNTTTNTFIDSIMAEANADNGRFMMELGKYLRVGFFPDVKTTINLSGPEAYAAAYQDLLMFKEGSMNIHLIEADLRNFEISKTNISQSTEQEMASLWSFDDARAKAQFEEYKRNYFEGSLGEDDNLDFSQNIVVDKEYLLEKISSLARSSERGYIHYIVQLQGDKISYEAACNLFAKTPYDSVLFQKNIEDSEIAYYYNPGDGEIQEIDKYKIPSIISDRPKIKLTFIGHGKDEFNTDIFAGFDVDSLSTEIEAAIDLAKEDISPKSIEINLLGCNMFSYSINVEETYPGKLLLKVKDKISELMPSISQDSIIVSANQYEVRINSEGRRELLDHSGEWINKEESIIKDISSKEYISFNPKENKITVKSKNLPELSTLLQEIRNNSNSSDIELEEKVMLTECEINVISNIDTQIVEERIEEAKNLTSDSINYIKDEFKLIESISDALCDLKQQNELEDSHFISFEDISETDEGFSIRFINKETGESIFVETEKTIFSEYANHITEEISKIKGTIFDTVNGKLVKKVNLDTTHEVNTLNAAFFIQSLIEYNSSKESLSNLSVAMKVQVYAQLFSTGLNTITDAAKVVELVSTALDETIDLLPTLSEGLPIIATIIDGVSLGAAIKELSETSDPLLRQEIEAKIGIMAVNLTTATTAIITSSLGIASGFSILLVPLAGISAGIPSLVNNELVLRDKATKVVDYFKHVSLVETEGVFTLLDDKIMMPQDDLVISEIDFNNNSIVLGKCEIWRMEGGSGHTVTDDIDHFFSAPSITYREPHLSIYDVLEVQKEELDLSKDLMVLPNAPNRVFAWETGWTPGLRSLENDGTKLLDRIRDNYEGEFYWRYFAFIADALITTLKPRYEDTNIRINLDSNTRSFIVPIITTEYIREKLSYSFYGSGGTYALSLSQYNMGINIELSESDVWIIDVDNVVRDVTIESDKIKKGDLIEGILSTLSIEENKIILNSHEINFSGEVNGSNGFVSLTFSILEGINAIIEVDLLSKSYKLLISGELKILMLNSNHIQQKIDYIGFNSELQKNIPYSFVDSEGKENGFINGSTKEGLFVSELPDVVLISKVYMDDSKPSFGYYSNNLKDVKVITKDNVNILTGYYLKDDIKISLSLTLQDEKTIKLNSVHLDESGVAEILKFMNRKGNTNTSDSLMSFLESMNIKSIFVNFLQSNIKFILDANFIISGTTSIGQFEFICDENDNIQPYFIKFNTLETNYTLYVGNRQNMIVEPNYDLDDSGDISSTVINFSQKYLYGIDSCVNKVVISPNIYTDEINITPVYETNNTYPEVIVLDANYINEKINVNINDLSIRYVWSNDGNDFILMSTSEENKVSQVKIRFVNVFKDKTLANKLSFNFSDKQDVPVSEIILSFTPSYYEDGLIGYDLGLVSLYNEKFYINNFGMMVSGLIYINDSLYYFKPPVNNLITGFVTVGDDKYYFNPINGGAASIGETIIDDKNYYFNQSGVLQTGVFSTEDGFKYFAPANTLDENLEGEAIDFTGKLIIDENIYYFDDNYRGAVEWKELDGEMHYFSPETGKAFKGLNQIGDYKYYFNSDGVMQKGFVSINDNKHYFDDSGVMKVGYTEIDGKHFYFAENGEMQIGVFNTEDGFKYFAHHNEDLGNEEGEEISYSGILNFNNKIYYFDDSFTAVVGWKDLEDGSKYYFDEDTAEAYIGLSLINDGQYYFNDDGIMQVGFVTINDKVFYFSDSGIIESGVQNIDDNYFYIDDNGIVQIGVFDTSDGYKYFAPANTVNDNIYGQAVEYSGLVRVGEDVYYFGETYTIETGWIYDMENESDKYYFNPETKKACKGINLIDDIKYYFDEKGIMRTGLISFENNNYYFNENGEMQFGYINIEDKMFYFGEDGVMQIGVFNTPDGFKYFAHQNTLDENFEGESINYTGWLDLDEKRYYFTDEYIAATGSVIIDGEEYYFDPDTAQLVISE
# Numbers without * were called inactive; & = joins results of further samples. These rows are one share of the data (hit frequency here may not be typical).
SMILES,TcdB inh
COc1ccc(C#Cc2ccc([C@@H]3[C@@H](CO)N4C(=O)CN(C(=O)C5CCOCC5)C[C@@H]34)cc2)cc1,0.3
Cc1noc(C)c1NC(=O)N(C)C[C@H]1Oc2ccc(NS(=O)(=O)c3ccccc3)cc2CC(=O)N([C@@H](C)CO)C[C@H]1C,0.0
O=C(c1ccc(F)cc1)N1CC(=O)N2[C@@H](CO)[C@@H](c3ccc(-c4ccccc4F)cc3)[C@@H]2C1,0.4
COc1ccc2c3c(n(C)c2c1)[C@H](CO)N(C(=O)C1CCC1)CC31CN(C)C1,0.3
O=C1Nc2ccccc2-c2nnnn2C1N1CCC(Cc2ccccc2)CC1 (centres undefined),1.4
CC(C)CC#Cc1ccc([C@@H]2[C@@H](CO)N3C(=O)CN(C(=O)c4cnccn4)C[C@@H]23)cc1,0.2
COc1cccc(CNC(=O)[C@@H]2CCCN2C(=O)[C@@H]2CCCN2C(=O)OC(C)(C)C)c1,4.2
COc1ccc2c3c([nH]c2c1)[C@@H](CO)N(C(=O)Nc1ccccc1F)CC31CCN(C(C)=O)CC1,1.7
C[C@@H]1O[C@H](C2CCCC2)CC2=C1C(=O)OC(C)(C)O2,1.3
CCN1C[C@@H]2[C@@H]3C(=O)N(Cc4ccccc4)C(=O)[C@@H]3[C@](CC)(C1=O)N2C(=O)c1ccc(Cl)cc1,0.4
CCC(=O)N1C[C@@H](C)[C@H](OC)CN(C)C(=O)c2cc(NC(=O)NC3CCCC3)ccc2OC[C@@H]1C,-1.9
Cc1ccccc1-c1ccccc1[C@H]1[C@@H](C#N)N(C(=O)c2ccc(F)cc2)[C@H]1CO,0.7
Cc1cc(Br)c2c(c1)[C@](O)(c1cn(C)c3ccccc13)C(=O)N2C,-1.2
Cc1cccc(C)c1NC(=O)C1(C)CN(S(C)(=O)=O)CC(=O)N1CCCN1CCOCC1 (centres undefined),0.2
COc1ccc2c3c(n(C)c2c1)[C@H](CO)N(C(=O)C1CCC1)CC31CCN(Cc2cccc(F)c2)CC1,0.6
O=S1(=O)CC(N2CCN(CCO)CC2)CN1Cc1cn(Cc2cccc(C(F)(F)F)c2)nn1 (centres undefined),2.9
COc1ccc2c3c([nH]c2c1)[C@@H](CO)N(C(=O)Nc1ccc(F)cc1)CC31CN(CC2CCOCC2)C1,0.1
Nc1[nH]c(C(=O)c2ccccc2)c(-c2ccccn2)c1C(=O)c1c[nH]c2ccccc12,0.9
CO[C@H]1CN(C)C(=O)c2ccc(NC(=O)c3ccccc3)cc2OC[C@H](C)N(CC2CC2)C[C@@H]1C,0.0
COc1ccc2c3c([nH]c2c1)[C@@H](CO)N(Cc1ccc(F)cc1)CC31CCN(C(=O)NC(C)C)CC1,0.3
CCCC#Cc1ccc([C@@H]2[C@@H](CO)N3C(=O)CN(C(=O)NC4CCCC4)C[C@H]23)cc1,0.7
CC(C)C[C@@H]1COc2cc(NCCCN3CCOCC3)ccc2S(=O)(=O)N1,0.2
COc1ccc2c3c(n(C)c2c1)[C@H](CO)N(C(=O)Nc1ccc(F)cc1)CC31CCN(C(=O)Nc2c(C)noc2C)CC1,-0.5
COc1cccc(NC(=O)C[C@H]2CC[C@H]3[C@@H](COc4ccc(NC(=O)C5CCCC5)cc4C(=O)N3C)O2)c1,-0.7
CCCc1cc2c(OC)ccc(O)c2c(=O)n1C,-0.7

# Continuation:
SMILES,TcdB inh
O=C1CN(S(=O)(=O)c2cccc(F)c2)C[C@@H]2[C@H](c3ccc(-c4ccccc4)cc3)[C@@H](CO)N12,0.8
N#C[C@H]1[C@@H](c2ccc(C#CC3CCCCC3)cc2)[C@@H](CO)N1S(=O)(=O)Cc1ccccc1,-0.8
CCCC#Cc1ccc([C@H]2[C@H]3CN(C(=O)c4ccccc4)CC(=O)N3[C@H]2CO)cc1,0.7
O=C(C1CC1)N1CC(=O)N2[C@@H](CO)[C@@H](c3ccc(C#Cc4cccc(F)c4)cc3)[C@@H]2C1,0.8
C[C@H]1CN([C@@H](C)CO)S(=O)(=O)c2ccc(C#Cc3ccc(F)cc3)cc2O[C@H]1CN(C)S(C)(=O)=O,0.6
C[C@H]1[C@@H]2C[C@@]3(O[C@H](c4ccccn4)N=C3C[C@@H]1c1ccccc1)N(Cc1ccncc1)C2=O,0.7
O=C(C(O)c1ccccc1)N1CCN(S(=O)(=O)c2ccc(C(F)(F)F)cc2)CC1 (centres undefined),0.1
COc1ccc(-c2c(C(=O)c3ccc(Br)cc3)[nH]c(N)c2C(=O)c2ccccc2)cc1OC,1.4
N#CC1C(=O)NC(=O)C(C#N)C12CCCCC2 (centres undefined),1.4
CO[C@H]1CN(C)C(=O)c2ccc(NC(=O)Nc3cc(F)ccc3F)cc2OC[C@H](C)N(C)C[C@@H]1C,-0.5
O=C1NC[C@H](CCCCN2C[C@H](Cc3ccc(O)cc3)N(Cc3ccccc3)C(=O)C2=O)N(Cc2ccccc2)C1=O,0.5
O=C(CC1CC1)N1CC(=O)N2[C@@H](CO)[C@H](c3ccc(C#Cc4ccccc4)cc3)[C@@H]2C1,0.4
COc1ccc(-c2ccc(C3[C@H]4CNC[C@@H]3N4Cc3cncnc3)cc2)cc1 (some centres undefined),0.2
O=C(Nc1ccc(F)cc1)N[C@H]1CC[C@@H](CCNC(=O)c2ccccc2F)O[C@H]1CO,-1.2
COc1ccc2c3c([nH]c2c1)[C@H](CO)N(C(=O)Nc1c(C)noc1C)CC31CN(CC2CCOCC2)C1,0.7
C/C=C/c1ccc([C@@H]2[C@@H](CO)N3C(=O)CN(C(=O)NC4CCCC4)C[C@@H]23)cc1,-0.8
COCC1=C([C@H](O)c2ccccc2)[C@H](CO)n2c(=O)n(-c3ccccc3)c(=O)n2C1,-0.8
CC(=O)N[C@H]1C[C@@H]2O[C@H](CO)CC[C@@H]2O[C@@H]1CCc1ccc(-c2ccc(F)cc2)cc1,0.6
CC(C)c1[nH]nc2c1C(c1ccc(Br)cc1)NC2=O (centres undefined),1.1
O=C1CNC[C@H]2[C@H](c3ccc(C#CC4CCCCC4)cc3)[C@H](CO)N12,1.1
O=C(Cc1cccnc1)N1CC(=O)N2[C@H](CO)[C@H](c3ccc(C#CC4CC4)cc3)[C@@H]2C1,1.0
COc1cccc(CN2CC3(CN(C(C)=O)C3)c3c(n(C)c4cc(OC)ccc34)[C@@H]2CO)c1,0.0
COc1ccc2c3c(n(C)c2c1)[C@@H](CO)N(CC1CCCCC1)CC31CCN(Cc2nccs2)CC1,0.6
O=[N+]([O-])c1ccc2[nH]ccc2c1,1.5
COCC(=O)N1C[C@H](C)[C@@H](OC)CN(C)C(=O)c2ccc(NC(=O)c3ccc(OC)cc3)cc2OC[C@@H]1C,0.3

# At a glance, some entries already given.
SMILES,TcdB inh
O=C(CC1CC1)N1CC(=O)N2[C@@H](CO)[C@H](c3ccc(C#Cc4ccccc4)cc3)[C@@H]2C1,0.4
COc1ccc(-c2ccc(C3[C@H]4CNC[C@@H]3N4Cc3cncnc3)cc2)cc1 (some centres undefined),0.2
O=C(Nc1ccc(F)cc1)N[C@H]1CC[C@@H](CCNC(=O)c2ccccc2F)O[C@H]1CO,-1.2
COc1ccc2c3c([nH]c2c1)[C@H](CO)N(C(=O)Nc1c(C)noc1C)CC31CN(CC2CCOCC2)C1,0.7
C/C=C/c1ccc([C@@H]2[C@@H](CO)N3C(=O)CN(C(=O)NC4CCCC4)C[C@@H]23)cc1,-0.8
COCC1=C([C@H](O)c2ccccc2)[C@H](CO)n2c(=O)n(-c3ccccc3)c(=O)n2C1,-0.8

# Next part
SMILES,TcdB inh
COc1ccccc1NC(=O)N[C@H]1CC[C@H](CCNS(=O)(=O)c2ccc(C)cc2)O[C@@H]1CO,-5.9
CN(C)C(=O)C[C@@H]1CC[C@H]2[C@@H](COc3ccc(NC(=O)C4CCCC4)cc3C(=O)N2C)O1,0.4
O=C(c1ccccc1)N1CC2(C1)[C@H](c1ccccc1)[C@@H](CO)N2Cc1ccccn1,-2.1
COc1ccc2c3c([nH]c2c1)[C@@H](CO)N(C(=O)c1cccc(F)c1)CC31CN(C(=O)c2cccc(F)c2)C1,-0.9
COc1cccc(-c2ccc([C@H]3[C@H]4CN(C(=O)C5CCOCC5)CC(=O)N4[C@H]3CO)cc2)c1,-0.1
N#Cc1ccc(-c2ccc([C@H]3[C@@H](CO)N4C(=O)CNC[C@H]34)cc2)cc1,-0.2
COC(=O)[C@@H](N[C@H](/C=C/c1ccccc1)[C@@H](O)Cc1ccccc1)C(C)C,0.7
O=C(c1cnccn1)N1CC(=O)N2[C@H](CO)[C@@H](c3ccc(-c4ccc(F)cc4)cc3)[C@@H]2C1,0.6
COC(=O)[C@@]12C[C@@H](CC(=O)N3CCN(C(=O)C4CC4)CC3)C(=O)N(Cc3ccccc3)C1=CCC(C)(C)C2,1.2
O=C(c1ccccc1)N1CC(=O)N2[C@H](C1)[C@@H](c1ccc(-c3ccccc3)cc1)[C@@H]2CO,-20
O=C(Cc1c[nH]c2ccccc12)Nc1ccc(Nc2cccnc2)c(-c2ccc(-c3ccccc3)cc2F)c1,0.1
Cc1ccc(S(=O)(=O)N2C(c3cccc(Cl)c3)CC=C(C(=O)O)C2c2cccc(Cl)c2)cc1 (centres undefined),-1.1
O=C(C(=O)N1CCN(S(=O)(=O)c2cccc3ccccc23)CC1)c1cccc(C(F)(F)F)c1,0.6
CC(C)CC#Cc1ccc([C@@H]2[C@H](CO)N3C(=O)CN(C(=O)c4ccccn4)C[C@@H]23)cc1,-5.8
COc1ccc(C2CC(=O)C(c3ccc(F)cc3)=CN2Cc2ccccc2)cc1 (centres undefined),1.7
O=C(Cc1ccncc1)N1CC(=O)N2[C@H](C1)[C@@H](c1ccc(Br)cc1)[C@@H]2CO,0.4
CC(C)C[C@H]1COCc2cn(nn2)CC[C@H](C)C(=O)N1,-0.1
COc1cccc(C#Cc2ccc([C@H]3[C@@H](CO)N(C(=O)C4CCCC4)[C@H]3C#N)cc2)c1,0.5
CN(C)C(=O)c1cccc(-c2ccccc2[C@@H]2[C@@H](CO)N(C(=O)C3CC3)[C@H]2C#N)c1,0.8
CN(C)Cc1c(C(C)(C)O)[nH]c2cc(C(F)(F)F)ccc12,0.0
COc1ccc2c3c(n(C)c2c1)[C@@H](CO)N(CC1CCCCC1)CC31CCN(C(C)=O)CC1,0.5
COCC#Cc1ccc(CC[C@H]2O[C@H]3CC[C@@H](CO)O[C@H]3C[C@H]2NC(=O)Nc2c(C)noc2C)cc1,-0.7
COc1ccc2c3c(n(C)c2c1)[C@@H](CO)N(C(=O)CN(C)C)CC31CCN(C(=O)CN(C)C)CC1,-1.4
Cn1cnc(S(=O)(=O)N2CC[C@@H]3[C@@H](CO)Nc4ccc(C#Cc5ccccc5F)cc4[C@@H]32)c1,1.3
COCC(=O)N1CC(=O)N2[C@H](CO)[C@@H](c3ccc(C#CC(C)C)cc3)[C@H]2C1,-0.5

# Quoted from the listing.
# COc1cccc(-c2ccc([C@H]3[C@H]4CN(C(=O)C5CCOCC5)CC(=O)N4[C@H]3CO)cc2)c1 @ TcdB inh = -0.1
# O=C(c1cnccn1)N1CC(=O)N2[C@H](CO)[C@@H](c3ccc(-c4ccc(F)cc4)cc3)[C@@H]2C1 @ TcdB inh = 0.6
# COC(=O)[C@@]12C[C@@H](CC(=O)N3CCN(C(=O)C4CC4)CC3)C(=O)N(Cc3ccccc3)C1=CCC(C)(C)C2 @ TcdB inh = 1.2
# COc1ccccc1NC(=O)N[C@H]1CC[C@H](CCNS(=O)(=O)c2ccc(C)cc2)O[C@@H]1CO @ TcdB inh = -5.9
# COc1ccc2c3c(n(C)c2c1)[C@@H](CO)N(CC1CCCCC1)CC31CCN(C(C)=O)CC1 @ TcdB inh = 0.5
# O=C(Cc1c[nH]c2ccccc12)Nc1ccc(Nc2cccnc2)c(-c2ccc(-c3ccccc3)cc2F)c1 @ TcdB inh = 0.1
# CN(C)Cc1c(C(C)(C)O)[nH]c2cc(C(F)(F)F)ccc12 @ TcdB inh = 0.0

# Other structures follow.
SMILES,TcdB inh
C[C@@H]1CN([C@H](C)CO)C(=O)c2cc(NC(=O)CCCCCC(=O)Nc3ccccc3N)ccc2O[C@@H]1CN(C)C,-0.3
COc1ccc2c3c([nH]c2c1)[C@@H](CO)NCC31CN(S(=O)(=O)c2cccc(C)c2)C1,1.0
CCCCNc1ccc2c(c1)OC[C@@H](C)NS2(=O)=O,2.4
CCN1[C@@H]2c3ccc(-c4ccccc4OC)c(=O)n3C[C@@H]2[C@@H](CO)[C@@H]1C(=O)NCCCN(C)C,0.2
COC(=O)c1ccc2nc(-c3ccc(C#N)cc3)c(Cc3cccc(Cl)c3)n2c1,1.1
COc1ccccc1-c1ccc([C@H]2[C@@H](CO)N[C@@H]2CNC(=O)C2CC2)cc1,1.3
CN1c2ccc(-c3cccc(C#N)c3)cc2[C@@H]2[C@@H](CCN2C(=O)NC2CCCC2)[C@H]1CO,0.6
O=C(O)CC(Sc1ccc(Cl)cc1)C(=O)Nc1ccccc1 (centres undefined),-0.2
CC(C)NC(=O)N1CC(=O)N2[C@H](CO)[C@H](c3ccc(C#CCN(C)C)cc3)[C@@H]2C1,1.7
C[C@H](C(=O)N(C)C[C@H]1OCc2ccccc2-c2c(n(C)c3ccccc23)C(=O)N([C@@H](C)CO)C[C@@H]1C)c1ccccc1,1.5
Fc1ccc(F)c(CN2[C@@H]3CNC[C@H]2C3c2ccc(-c3ccncc3)cc2)c1 (some centres undefined),-0.3&-0.3
COc1ccc2c3c(n(C)c2c1)[C@H](CO)N(Cc1cccc(F)c1)CC31CN(C(=O)Cc2ccccc2)C1,-0.5
COc1cccc(NC(=O)N2CC3(C2)[C@H](c2ccccc2)[C@H](CO)N3C(=O)C2CC2)c1,0.4
CCNC(=O)C[C@H]1CC[C@H]2[C@@H](COc3ccc(NC(=O)Nc4ccccc4Cl)cc3C(=O)N2C)O1,-0.7
C/C=C/c1ccc2c(c1)[C@H]1[C@H](CCN1Cc1ccc(F)cc1)[C@H](CO)N2,0.7
C[C@@H]1CN([C@H](C)CO)C(=O)c2cc(NS(=O)(=O)c3cccs3)ccc2O[C@@H](C)CCCCO[C@H]1CN(C)CC1CC1,-2.9
CN(C)C(=O)c1cccc(-c2ccccc2[C@H]2[C@@H](CO)N(C(=O)C3CC3)[C@H]2C#N)c1,-0.1
O=C(C1CCCCC1)N1[C@@H](CO)[C@@H](c2ccccc2)C12CN(Cc1cccc(Cl)c1)C2,-1.3
COCCCN1C(=O)C(CC(=O)NC2CCCCC2)CC(C(=O)N2CCCCCC2)=C1C (centres undefined),2.1
CCN1C(=O)N[C@H]2C[C@H](C(=O)N3CCCC3)[C@H](C)[C@H](c3ccccc3)C[C@H]21,0.5
